Screening results: PubChem BioAssay, National Center for Advancing Translational Sciences (NCATS)
Tau fil binding: binds recombinant human tau filaments; Potency, µM (titrated, usually from 57.1 µM), without a hit: at the highest dose activity change, negative = inhibition; AID 596; recombinant tau filaments, thioflavin S fluorescence, 15 h; filaments grown with octadecylsulfate alongside compound; P10636; 2% of 71,000 active;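 further: potency means the concentration at half of the fitted maximal effect; on the % scale 0 is the no-effect control and ±100 the full control effect; actives lower thioflavin S fluorescence by blocking filaments or displacing dye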
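Thioflavine S fluorescence (ex 450, em 510 nm) reports filaments formed from 1 uM human tau plus 30 uM ODS over 15 h at 37 C (10 mM HEPES pH 7.4, 100 mM NaCl, 5 mM DTT); compounds displacing dye or blocking filaments lower signal.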
USP2a inh: blocks human ubiquitin-specific protease USP2a. O75604. USP2a enzymatic assay, qHTS inhibition. Potency, µM (highest dose often 38.3 µM), for inactives: top-dose activity change, negative = inhibition, most hits filed as inhibitors. 0.1% of 60,000 active. AID 927;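 further: potency means the concentration at half of the fitted maximal effect; nearly all actives have a fitted effect of over 60% in size; plate controls were DMSO for no effect and NEM full inhibition control for full effect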
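USP2 core (20 nM final) was preincubated with compound for 30 min at RT in 20 mM Tris-HCl pH 8.0, 2 mM CaCl2, 2 mM beta-mercaptoethanol; Ub-PLA2 (20 nM) plus NBD C6-HPC (20 uM) then added, fluorescence read after 2.5 h.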
Casp1 inh: caspase-1 (human) inhibition, allosteric or competitive. P29466. AID 900. Caspase-1 enzyme, Ac-WEHD-AFC fluorogenic rate. Potency, µM (series often up to 57.5 µM), for inactives: at the highest dose activity change, negative = inhibition, actives largely listed as inhibitors. 0.03% of 75,000 active;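 further: potency means the concentration at half of the fitted maximal effect; plate controls were vehicle for no effect and no substrate for full effect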
HEK293 cAMP cs: raises cAMP in parental HEK293 cells, TSHR agonist counter-screen; 2.5% of 73,000 active; parental HEK293 CNG cAMP sensor, membrane potential fluorescence; Potency, µM (titrated, usually from 57.1 µM), for inactives: at the top dose activation, hits mostly activators; further: potency means the concentration at half of the fitted maximal effect; % of control where 0% means no effect; nearly all actives have a fitted effect of over 55% in size
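Parental HEK 293 cells stably expressing a cAMP-gated CNG channel were loaded with membrane potential dye containing 100 uM RO 20-1724 for 60 min. Compound added for 30 min; depolarization read as fluorescence intensity at 590 nm.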
BRCT inh red: disrupts BRCA1 BRCT binding to phosphoprotein, red fluorophore readout; P38398; BRCT-phosphopeptide binding, red fluorescence polarization; Potency, µM (series often up to 76.9 µM), inactives show at the top dose activity change, negative = inhibition, usual class: inhibitors; 0.03% of 75,000 active; AID 892; further: on the % scale 0 is the no-effect control and ±100 the full control effect
Target sequence (P38398 whole entry, looked up): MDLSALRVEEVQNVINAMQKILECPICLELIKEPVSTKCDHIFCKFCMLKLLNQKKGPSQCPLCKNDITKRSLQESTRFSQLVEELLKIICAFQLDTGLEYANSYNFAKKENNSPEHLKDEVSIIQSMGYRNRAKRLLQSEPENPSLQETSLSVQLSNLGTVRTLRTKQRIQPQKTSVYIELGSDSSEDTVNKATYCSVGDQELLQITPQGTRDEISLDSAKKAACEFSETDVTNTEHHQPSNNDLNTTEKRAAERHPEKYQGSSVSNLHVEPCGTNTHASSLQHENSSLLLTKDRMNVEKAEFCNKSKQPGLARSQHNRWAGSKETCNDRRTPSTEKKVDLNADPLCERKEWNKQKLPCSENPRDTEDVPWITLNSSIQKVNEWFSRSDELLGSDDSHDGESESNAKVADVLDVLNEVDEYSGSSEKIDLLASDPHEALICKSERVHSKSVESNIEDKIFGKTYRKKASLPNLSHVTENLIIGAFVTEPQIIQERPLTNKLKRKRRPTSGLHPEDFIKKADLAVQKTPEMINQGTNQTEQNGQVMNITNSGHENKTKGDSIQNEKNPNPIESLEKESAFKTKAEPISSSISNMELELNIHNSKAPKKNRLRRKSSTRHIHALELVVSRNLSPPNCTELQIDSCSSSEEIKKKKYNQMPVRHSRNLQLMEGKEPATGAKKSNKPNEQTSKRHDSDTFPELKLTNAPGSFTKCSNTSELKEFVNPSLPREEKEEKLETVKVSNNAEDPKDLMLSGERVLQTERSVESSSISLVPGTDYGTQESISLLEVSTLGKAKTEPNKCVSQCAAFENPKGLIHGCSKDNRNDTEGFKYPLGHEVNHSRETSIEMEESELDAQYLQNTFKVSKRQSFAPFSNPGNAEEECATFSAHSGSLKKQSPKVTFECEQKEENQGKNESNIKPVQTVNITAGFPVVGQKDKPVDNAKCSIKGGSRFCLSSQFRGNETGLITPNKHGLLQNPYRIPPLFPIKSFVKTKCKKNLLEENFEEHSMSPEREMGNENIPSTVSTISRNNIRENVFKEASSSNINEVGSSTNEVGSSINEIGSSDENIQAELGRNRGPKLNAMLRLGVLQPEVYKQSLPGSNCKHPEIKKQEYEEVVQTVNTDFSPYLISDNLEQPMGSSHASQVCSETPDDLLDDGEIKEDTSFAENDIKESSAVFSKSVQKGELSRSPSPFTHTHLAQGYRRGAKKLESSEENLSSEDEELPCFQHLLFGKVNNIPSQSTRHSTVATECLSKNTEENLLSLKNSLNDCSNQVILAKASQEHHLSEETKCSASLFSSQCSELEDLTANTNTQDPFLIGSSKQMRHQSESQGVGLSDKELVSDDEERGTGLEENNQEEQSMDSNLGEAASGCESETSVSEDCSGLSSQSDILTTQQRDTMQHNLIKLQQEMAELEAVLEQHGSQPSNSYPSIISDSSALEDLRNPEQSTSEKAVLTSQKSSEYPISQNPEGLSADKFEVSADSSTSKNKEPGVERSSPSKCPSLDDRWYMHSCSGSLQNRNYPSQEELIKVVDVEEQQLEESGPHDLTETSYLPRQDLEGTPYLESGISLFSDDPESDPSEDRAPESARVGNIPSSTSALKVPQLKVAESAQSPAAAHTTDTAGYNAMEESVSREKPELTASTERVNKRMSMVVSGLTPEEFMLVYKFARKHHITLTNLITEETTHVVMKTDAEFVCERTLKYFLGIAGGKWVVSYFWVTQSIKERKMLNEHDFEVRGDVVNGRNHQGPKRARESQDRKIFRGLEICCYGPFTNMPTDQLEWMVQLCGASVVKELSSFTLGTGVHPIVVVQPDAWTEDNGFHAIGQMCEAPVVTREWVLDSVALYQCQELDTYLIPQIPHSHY
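Rhodamine-labelled pBACH1 10-mer (100 nM) bound to BRCT domain (100 nM) at pH 7.3; compounds incubated 12 min room temperature, polarization read. Free peptide defines full inhibition; unlabelled decapeptide titrated as control.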
Casp7 inh: caspase-7 (human) inhibition, allosteric or competitive; 0.02% of 75,000 active; AID 889; Potency, µM (doses to about 57.5 µM), inactives show at the highest dose activity change, negative = inhibition, hits mostly inhibitors; recombinant caspase-7, Ac-DEVD-AFC fluorescence rate; active means well fitted inhibition curve with a large enough effect in the main read-out, with a control signal flat, not every such curve was filed as active; inconclusive means small, poorly fitted or top-dose-only effect, or a change in a side signal; further: potency means the concentration at half of the fitted maximal effect; % of control where 0% means no effect
DNA Pol III inh: DNA polymerase III holoenzyme inhibition; Potency, µM (doses to about 57.1 µM), without a hit: at the highest dose activity change, negative = inhibition; reconstituted DNA polymerase III holoenzyme replication, biochemical; 0.25% of 71,000 active; further: potency means the concentration at half of the fitted maximal effect; on the % scale 0 is the no-effect control and ±100 the full control effect
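Reconstituted *E. coli* holoenzyme (0.35 nM Pol III, 1 nM beta, 154 nM SSB, 2 nM primase) was preincubated with compound for 15 min at RT. Synthesis on 1.4 nM ssM13Gori ran 35 min, then was stopped with PicoGreen/EDTA and read as dsDNA fluorescence.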
BRCT inh green: blocks human BRCA1 BRCT binding to phosphopeptide, green readout; P38398; BRCA1 BRCT-phosphopeptide binding, green fluorescence polarization; Potency, µM (top dose mostly 76.9 µM), for inactives: at the top dose activity change, negative = inhibition, hits mostly inhibitors; 0.05% of 75,000 active;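 further: potency means the concentration at half of the fitted maximal effect; plate controls were peptide without protein for full effect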
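Compounds were incubated for 12 min at room temperature with a complex of 100 nM fluorescein-tagged pBACH1 decapeptide and 250 nM His-tagged BRCT protein. Buffer was phosphate pH 7.3 with EDTA, DTT and Tween 20. Disruption of binding lowers the polarization signal.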
Rhodamine autofl: compound autofluorescence in rhodamine spectral region; Rhodamine-region fluorescence, 547/598 nm, Tris buffer; stronger effect = higher value; max dye-equivalent concentration, M; 0.05% of 59,000 active; in the data active means max dye-equivalent concentration above about 11 nM; inconclusive means between about 1.1 nM and that limit
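Intensities are converted to rhodamine-equivalent concentration using a six-point rhodamine standard on each plate. Compounds sit 15 min at room temperature in 100 mM Tris buffer, pH 8.0; read uses the 547/598 nm excitation/emission pair.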
ALOX15 inhib: 15-hLO (ALOX15) enzyme inhibition | 1.4% of 74,000 active | Potency, µM (doses to about 57.1 µM), for inactives: at the highest dose activity change, negative = inhibition, actives largely listed as inhibitors | P16050 | purified 15hLO-1, xylenol orange hydroperoxide absorbance; further: potency means the concentration at half of the fitted maximal effect; on the % scale 0 is the no-effect control and ±100 the full control effect; nearly all actives have a fitted effect of over 55% in size
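40 nM 15hLO-1 + cpd, 15 min RT; start w/ 50 uM AA (final), 6 min RT; stop/detect w/ 200 uM XO + 300 uM Fe(II) in 50 mM H2SO4, 30 min; A573/A405. Buffer 25 mM Hepes pH 7.5, 0.01% Triton X-100. No-enzyme wells as negative control.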
HADH2 inhib: inhibitors of human HADH2 dehydrogenase | recombinant HADH2, NADH fluorescence, beta-hydroxybutyryl-CoA | Potency, µM (highest dose often 57.1 µM), for the others: top-dose activity change, negative = inhibition, hits mostly inhibitors | 3.4% of 73,000 active; further: potency means the concentration at half of the fitted maximal effect; on the % scale 0 is the no-effect control and ±100 the full control effect; nearly all actives have a fitted effect of over 60% in size; many of its hits are not listed in these tables
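20 nM HADH2 + cpd, 15 min RT; add 1 mM NAD+/90 uM beta-hydroxybutyryl-CoA; kinetic fluorescence 360/450 nm, 4 min. Tris-HCl pH 9.0, 0.01% Tween-20.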
* = called active by the depositor; i = inactive; ? = inconclusive; · = no result given; [ ] = another dose, or the depositor's remark. Unless noted, the call rests on the fitted dose curve; in most records, active means well fitted curve in the direction sought with a large enough effect; inconclusive means small, poorly fitted or top-dose-only effect, or another doubt; inactive means no such curve, though single readings can be large; an effect the other way counts as inactive or inconclusive. Only part of the results is shown; the hit share may differ from the screen's.

SMILES | Tau fil binding | USP2a inh | Casp1 inh | HEK293 cAMP cs | BRCT inh red | Casp7 inh | DNA Pol III inh | BRCT inh green | Rhodamine autofl | ALOX15 inhib | HADH2 inhib
Cc1ccc(NC(=O)C2C3CC4OC(=O)C2C4C3)cc1Cl (stereo not drawn) | 2% | 9% | -1% | 2% | -0.5% | 0% | -2% | 0.9% | i | 0% | 0%
CCOc1ccccc1NC(=O)CSc1nnc(Cn2c(=O)sc3ccccc32)n1C | 8% | · | 1% | 19% | -1.4% | 3% | 0% | -2.0% | · | -2% | -1%
c1ccc(-c2csc(Nc3nc(N4CCOCC4)nc(N4CCOCC4)n3)n2)cc1 | 34% | 17% | -6% | ? | 0.1% | 0% | 3% | -0.9% | · | -8% | 8%
O=C(CCC(=O)c1cccs1)OCc1nnc(-c2ccccc2)o1 | 4% | 4% | -1% | 8% | -3.0% | -1% | -4% | -0.4% | i | 5% | 5%
CCC(C)NC(=O)c1cc(-c2ccccc2O)on1 (stereo not drawn) | 8% | · | -13% | -7% | -1.9% | 1% | -6% | 0.6% | · | -3% | 0%
O=C1C2C3C=CC(C3)C2C(=O)N1c1n[nH]c(CCc2ccccc2)n1 (stereo not drawn) | 16% | 2% | 0% | 1% | 0.2% | 1% | 1% | -1.2% | i | 5% | -2%
COc1ccc(NC(=O)CNS(=O)(=O)c2ccccc2)cc1Cl | -4% | 0% | -1% | ? | 0.5% | 0% | -7% | 0.8% | i | -3% | -6%
CC1(C)Oc2ccc(C(=O)N3CCOCC3)cc2N(CC(=O)N2CCOCC2)C1=O | 3% | · | 0% | 7% | -0.3% | 2% | 6% | -1.5% | i | 5% | -7%
Cc1cc(/C=C/c2ccc3cc(N(C)C)ccc3[n+]2C)c(C)n1-c1ccccc1 | · | ? | -12% | · | 6.8% | -24% | · | -1.5%[3.08 µM] | · | · | ·
Cc1cccc(-c2noc(CN(C(=O)CCc3ccccc3)C(C)C)n2)c1 | -24% | -4% | -2% | ? | -1.1% | -2% | 0% | 1.2% | i | -16% | 2%
CCOC(=O)C1=C(NC(=O)c2ccc(Br)o2)Nc2ccccc2N=C1 | 6% | -12% | -1% | 10% | 0.7% | 1% | -4% | 0.4% | i | 2% | 2%
Cc1ccc2oc(=O)c3cnn(CC(=O)N4CCN(c5ccccn5)CC4)c3c2c1 | i | · | -1% | 5% | -0.4% | -2% | -6% | -2.6% | · | -4% | -13%
COc1ccc(CCNC(=O)CN2CCC(C(N)=O)CC2)cc1 | -1% | -7% | 1% | 5% | -1.0% | 8% | 4% | -0.2% | i | 3% | 2%
CCOCCc1nnc(NC(=O)c2cc(OC)c(OC)c(OC)c2)s1 | -14% | 3% | 1% | -2% | -1.1% | -1% | -1% | -1.5% | i | -2% | 9%
COC(=O)C1=C(C)N(Cc2ccccc2)[C@]23O[C@](C(=O)OC)(C(=O)N2C1c1ccccc1)C1CCOC(=O)C13 (stereo partly drawn) | · | · | 1%[11.5 µM] | 1%[11.4 µM] | 1.0%[15.4 µM] | -2%[11.5 µM] | · | -1.6%[15.4 µM] | · | 2%[11.4 µM] | 1%[11.4 µM]
COc1ccc(-c2nn(C)c(=O)c3ccccc23)cc1CNC(=O)c1ccco1 | 13% | 39%[activator] | -2% | -2% | -0.7% | 1% | 1% | 12% | i | -1% | -22%
CN1CCN(CCCNC(=O)c2ccc(CSCc3cccc(Cl)c3)o2)CC1 | -10% | 1% | 5% | 20% | 0.8% | 0% | 0% | 0.7% | i | 11% | 4%
O=C(CSc1nnc(-c2cccnc2)n1Cc1ccco1)c1ccccc1 | 0% | 19% | -2% | 8% | -2.1% | 0% | -2% | 0.0% | i | 1% | -10%
O=C(NCCCN1CCOCC1)C(C(=O)c1ccccc1)n1ccccc1=O (stereo not drawn) | 6% | -6% | 0% | ? | 0.3% | 2% | 2% | -1.9% | i | -7% | 20%
Cn1nc(-c2ccc(Cl)cc2)c2cc(C(=O)N3CCN(c4ccccc4)CC3)sc21 | 61% | · | -4% | 1% | 0.1% | -6% | -1% | -3.9% | · | 1% | 3%
Cc1ccc(-c2ccc(=O)[nH]n2)cc1 | -5% | -4% | 0% | 2% | 0.4% | 1% | 1% | 3.6% | i | 1% | 12%
CC(C)N(C)C1CCN(C(=O)Nc2ccc(Cl)cc2)CC1 | -11% | -1% | -1% | 9% | 0.7% | 0% | 2% | -1.9% | i | 8% | 4%
O=C(CSc1nnc2scc(-c3ccccc3)n12)c1ccc2c(c1)OCCO2 | 472% | · | 1% | 0% | 2.9% | 0% | -4% | 8.5% | · | 5% | -2%
Cc1ccc(CCNC(=O)C2CCCN(S(=O)(=O)c3c(C)noc3/C=C/N(C)C)C2)cc1 (stereo not drawn) | 91% | · | -6% | -2% | -1.8% | -7% | -2% | 0.4% | · | -7% | -23%
COc1ccccc1CNC(=O)c1cc2c(=O)n(C)c3ccccc3c2n1C | 31% | · | 1% | ? | 2.6% | 0% | 2% | -3.8% | · | -5% | 8%
The list goes on:
SMILES | Tau fil binding | USP2a inh | Casp1 inh | HEK293 cAMP cs | BRCT inh red | Casp7 inh | DNA Pol III inh | BRCT inh green | Rhodamine autofl | ALOX15 inhib | HADH2 inhib
COC1C(O)CC(=O)OC(C)C/C=C/C=C/[C@@H](OC2CCC(N(C)C)C(C)O2)C(C)C[C@@H](CC=O)[C@@H]1O[C@H]1OC(C)[C@H](O[C@@H]2C[C@@](C)(O)C(O)C(C)O2)C(N(C)C)C1O (stereo partly drawn) | · | 45%[activator] | 0% | · | -0.2% | 2% | · | 0.7%[3.08 µM] | · | -2% | ·
CCCc1nc(Nc2nc3ccccc3o2)nc(C)c1C(=O)OCC | -2% | 12% | -1% | 11% | -1.5% | 0% | -5% | 0.0% | i | 1% | ·
CO/N=C(\C(=O)N[C@@H]1C(=O)N2C(C(=O)O)=C(CSc3nc(=O)c(O)nn3C)CS[C@@H]12)c1csc(N)n1 | 5% | -5% | -1% | -8% | 0.6% | -2% | 40µM* | -0.7% | i | 7% | 13µM*
O=C1NC2(CCCC2)N=C1c1ccc(Cl)cc1 | -3% | -3% | 2% | 8% | 0.3% | 1% | -5% | 0.3% | i | -3% | 3%
O=C(O)CSc1nnc(-c2ccco2)o1 | 2% | -9% | 0% | 8% | -1.0% | 2% | -4% | -1.5% | i | -11% | 2%
c1ccc2sc(SSc3nc4ccccc4s3)nc2c1 | 1% | · | -4% | 22% | 0.5% | 0% | -2% | -1.5% | · | ? | 3%
OC(CN1C2=NCCN2c2ccccc21)c1ccc(Br)cc1 (stereo not drawn) | 6% | 3% | -1% | 8% | 0.1% | 0% | -5% | -2.0% | i | 4% | 5%
CN(N=O)C(=O)N[C@H]1[C@@H](O)[C@H](O)[C@H](CO)O[C@@H]1O | -6%[25.6 µM] | 44%[17.1 µM] | -4%[25.7 µM] | 2%[25.6 µM] | -0.1%[34.4 µM] | 1%[25.7 µM] | 0%[25.6 µM] | -0.5%[34.4 µM] | i | 3%[25.6 µM] | 7%[25.6 µM]
c1ccc(CNc2ccnc(-c3ccc4c(c3)OCO4)n2)cc1 | 3% | 5% | -4% | ? | 1.6% | -2% | 0% | 1.0% | i | -6% | -1%
O=C(CSc1ccc2nnc(-c3cccs3)n2n1)N1CCOCC1 | -17% | · | -3% | ? | -2.0% | -2% | -19% | -2.9% | · | -8% | -28%
CCCS(=O)(=O)c1c(S(=O)(=O)CCC)c2c3ccccc3ccn2c1C(N)=O | 1% | 14% | -1% | 11% | -1.1% | 0% | -1% | 1.9% | · | 11% | -3%

Three compounds picked at random from those above:
SMILES | Tau fil binding | USP2a inh | Casp1 inh | HEK293 cAMP cs | BRCT inh red | Casp7 inh | DNA Pol III inh | BRCT inh green | Rhodamine autofl | ALOX15 inhib | HADH2 inhib
COC(=O)C1=C(C)N(Cc2ccccc2)[C@]23O[C@](C(=O)OC)(C(=O)N2C1c1ccccc1)C1CCOC(=O)C13 (stereo partly drawn) | · | · | 1%[11.5 µM] | 1%[11.4 µM] | 1.0%[15.4 µM] | -2%[11.5 µM] | · | -1.6%[15.4 µM] | · | 2%[11.4 µM] | 1%[11.4 µM]
c1ccc(-c2csc(Nc3nc(N4CCOCC4)nc(N4CCOCC4)n3)n2)cc1 | 34% | 17% | -6% | ? | 0.1% | 0% | 3% | -0.9% | · | -8% | 8%
CCOC(=O)C1=C(NC(=O)c2ccc(Br)o2)Nc2ccccc2N=C1 | 6% | -12% | -1% | 10% | 0.7% | 1% | -4% | 0.4% | i | 2% | 2%
